Bioassay records from PubChem.
MEX-5 binding: C. elegans MEX-5 TCR-2 RNA binding activity; activity score (negative = inhibition of binding), % at 10 µM; AID 1832; actives 0.38% (n = 300,000); MEX-5/FITC-TCR2 RNA binding, fluorescence polarization; hits give low values;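 active = inhibition past about -25% in most replicates, and total fluorescence under double the plate's negative control median, limit read from the data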;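 also: 0% = DMSO and -100% = 5 µM competing unlabeled TCR2 RNA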
GSTO1 inh: GSTO1 inhibition, counter-screen for RBBP9 inhibitors; inhibition, % at 5.96 µM; recombinant GSTO1, activity-based probe fluorescence polarization; actives 1.1% (n = 300,000);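 active = inhibition above the campaign mean inhibition plus 3 SD, cut at about 35% in these data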;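 also: 0% = GSTO1-1 with DMSO and 100% = wells lacking GSTO1-1 enzyme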
PAD4 inh: PAD4 (human) enzyme inhibition; recombinant PAD4, RCA probe fluorescence polarization; inhibition, % at 6.36 µM; actives 0.41% (n = 330,000); AID 485272;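 active = percent inhibition above a cutoff equal to the mean of all tested compounds plus 3 SD, cut at about 15% in these data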;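 also: 0% = PAD4 with RCA probe and DMSO and 100% = probe without PAD4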
PME-1 inh: blocks human protein phosphatase methylesterase 1. Q9Y570. recombinant PME-1, FP-Rh probe fluorescence polarization. inhibition, % at 5.9 µM. actives 0.53% (n = 320,000);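 active = inhibition above the campaign mean of all compounds plus 3 SD, cut at about 26% in these data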;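 also: competitive labeling of PME-1 active site by serine hydrolase directed probe; 0% = PME-1 with DMSO and 100% = wells lacking PME-1 enzyme; inhibitors block probe labeling so polarization falls and inhibition rises; many of its hits are not listed in these tables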
Target sequence (Q9Y570 whole entry, looked up): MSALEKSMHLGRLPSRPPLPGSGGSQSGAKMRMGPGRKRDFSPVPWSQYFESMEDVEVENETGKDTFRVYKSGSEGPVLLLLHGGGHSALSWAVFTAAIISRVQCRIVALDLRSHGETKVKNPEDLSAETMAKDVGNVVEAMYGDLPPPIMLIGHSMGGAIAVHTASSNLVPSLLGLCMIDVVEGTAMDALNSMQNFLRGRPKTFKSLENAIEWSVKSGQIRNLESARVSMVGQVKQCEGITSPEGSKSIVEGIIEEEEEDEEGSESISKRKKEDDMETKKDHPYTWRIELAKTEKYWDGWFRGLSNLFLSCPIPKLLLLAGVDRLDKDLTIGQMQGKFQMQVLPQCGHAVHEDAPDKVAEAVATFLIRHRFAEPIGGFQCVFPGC
BCLXL inh: blocks human Bcl-xL binding to Bim BH3 peptide; Q07817; GST-Bcl-xL / FITC-Bim BH3 peptide fluorescence polarization; inhibition, % at 10.9 µM; actives 0.7% (n = 320,000); AID 2129;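 active = inhibition above the mean of all tested compounds plus 3 SD, cutoff set per campaign, cut at about 30% in these data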;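 also: 0% = DMSO wells and 100% = unlabeled Bim-BH3 peptide competitor; inhibitors lower millipolarization by displacing the labeled peptide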
Target sequence (Q07817 whole entry, looked up): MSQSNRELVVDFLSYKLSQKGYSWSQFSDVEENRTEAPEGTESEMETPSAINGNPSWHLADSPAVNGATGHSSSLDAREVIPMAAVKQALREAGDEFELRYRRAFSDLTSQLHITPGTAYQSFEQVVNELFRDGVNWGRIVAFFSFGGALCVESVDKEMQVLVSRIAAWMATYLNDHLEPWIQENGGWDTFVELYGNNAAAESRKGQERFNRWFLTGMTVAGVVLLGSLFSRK
GLD-1 RNA inh: GLD-1-TGE RNA interaction inhibition (C. elegans) | purified GLD-1 + fluorescein TGE RNA, fluorescence polarization | AID 2280 | inhibition, % at 5.96 µM | actives 0.44% (n = 320,000) | Q17339;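 active = percent inhibition above a per-plate cutoff, the plate mean of test compounds plus 3 SD, cut at about 30% in these data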;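 also: 0% = DMSO wells with GLD-1 and probe and 100% = wells lacking GLD-1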
Target sequence (Q17339 whole entry, looked up): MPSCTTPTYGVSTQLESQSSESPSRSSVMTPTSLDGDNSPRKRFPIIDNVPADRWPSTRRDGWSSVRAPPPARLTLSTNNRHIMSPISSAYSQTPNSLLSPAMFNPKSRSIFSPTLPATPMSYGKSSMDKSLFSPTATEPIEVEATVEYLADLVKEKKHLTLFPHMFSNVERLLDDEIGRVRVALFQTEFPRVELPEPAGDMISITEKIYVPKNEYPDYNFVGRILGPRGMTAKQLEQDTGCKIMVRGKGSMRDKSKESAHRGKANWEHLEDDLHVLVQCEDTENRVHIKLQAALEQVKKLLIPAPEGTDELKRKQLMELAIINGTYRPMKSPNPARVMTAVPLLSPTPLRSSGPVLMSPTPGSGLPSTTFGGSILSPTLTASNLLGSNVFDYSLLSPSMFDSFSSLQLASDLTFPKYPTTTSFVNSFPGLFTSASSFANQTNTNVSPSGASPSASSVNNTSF
Fam108B inh: blocks mouse Fam108B hydrolase in RBBP9 counter-screen; recombinant Fam108B, FP-Rh probe fluorescence polarization; actives 0.33% (n = 300,000); inhibition, % at 9.51 µM; AID 1947;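 active = inhibition above the screen mean inhibition plus 3 SD, computed separately per campaign, cut at about 18% in these data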;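 also: inhibitors lower polarization as less probe binds the enzyme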
TPT1 inhibitor: C. albicans TPT1 enzyme inhibition | actives 0.81% (n = 300,000) | inhibition, % at 5 µM | AID 1962 | recombinant caTPT1, FP RNA substrate dephosphorylation;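 active = inhibition above the mean of all tested compounds plus 3 SD, set per screening campaign, cut at about 24% in these data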;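 also: plate controls were DMSO alone for no effect and ferristatin control at 100 nM for full effect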
MCL1 BIM primary: MCL1-BIM-BH3 interaction inhibition (human) | Q07820 | GST-MCL1 / FITC-Bim-BH3 fluorescence polarization | inhibition, % at 10.9 µM | actives 0.68% (n = 320,000);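 active = inhibition above the mean inhibition of all tested compounds plus 3 SD, set per campaign, cut at about 40% in these data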;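 also: 0% = DMSO wells and 100% = unlabeled Bim-BH3 peptide control; higher means more loss of mP so more displacement of Bim peptide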
* marks the source's active call; other numbers are inactive results; nt = no result given. This is a subset; the hit share may differ from the screen's.

Results follow in this order: GLD-1 RNA inh | MCL1 BIM primary | Fam108B inh | MEX-5 binding | BCLXL inh | TPT1 inhibitor | PME-1 inh | GSTO1 inh | PAD4 inh
Cc1ccc(NCC(O)C(O)C(O)CO)cc1C (configuration not stated)
→ 2.5 | 0.9 | -0.6 | -3.5 | -3.4 | -2.7 | 0.8 | 9.6 | -1.1
COc1cccc(-c2ncc3ccccc3c2COC(=O)c2cccs2)c1
→ 1.4 | 2.1 | nt | nt | 3.3 | nt | 3.8 | nt | -1.9
Cc1ccc(S(=O)(=O)N(C)C)cc1NC(=O)C1CCC1
→ 5.7 | 7.8 | 1.3 | 1.0 | 6.3 | -4.8 | 1.8 | -5.0 | -2.4
CC1CCC(NC(=O)CCS(=O)(=O)c2ccc3c(c2)CC(C)N3C(=O)C2CC2)CC1 (configuration not stated)
→ 1.7 | 2.0 | 0.5 | 1.1 | 5.1 | 0.4 | -6.0 | 10.3 | 0.8
N#C/C(=C\c1ccc(OCc2ccc(F)cc2)cc1)C(=O)Nc1cccc(C(=O)O)c1
→ 2.5 | 2.8 | -15.8 | 0.7 | 3.8 | 0.1 | -14.5 | -8.1 | -0.7
Cc1nnc(SCCn2c(N3CCN(C)CC3)nc3c2c(=O)[nH]c(=O)n3C)s1
→ -1.9 | -8.2 | -2.4 | 1.0 | -2.1 | -3.7 | 8.5 | -1.7 | 1.6
O=C(Cn1cnc(S(=O)(=O)N2CCCC2)c1)Nc1ccc(OC(F)(F)F)cc1
→ -3.4 | 4.9 | 2.0 | 1.4 | 7.1 | 0.5 | 3.4 | -3.5 | -1.1
O=C(Cn1cccc1)NCc1cccs1
→ -2.8 | 4.0 | -0.8 | 0.2 | 4.0 | 1.5 | 5.9 | 11.4 | 0.5
CCCn1c(SCC(=O)Nc2ccc(C(=O)Nc3ccccc3OC)cc2)n[nH]c1=O
→ -2.6 | -6.7 | -4.6 | -0.4 | -7.5 | -1.4 | -2.5 | -6.2 | -1.9
CCOc1ccc(NC(=O)N(CCCN2CCOCC2)Cc2cccnc2)cc1
→ 1.1 | -5.5 | 2.3 | 0.8 | -1.2 | -4.2 | -4.5 | 6.3 | 2.8
O=C(Nc1ccnn1C1CCN(CCCc2ccccc2)CC1)c1cccc(F)c1
→ -4.4 | 0.8 | 2.7 | 0.1 | 0.0 | -2.8 | 0.0 | 1.8 | 1.7
CC(=O)OCCc1[nH]c2ccccc2c1C
→ 3.5 | 6.0 | -0.6 | -2.7 | 0.2 | -2.6 | -0.8 | -0.3 | -3.6
c1ccc(-c2cc3c(N4CCOCC4)ncnc3s2)cc1
→ 5.8 | -2.1 | 3.9 | -1.1 | -1.5 | 1.8 | 15.1 | 7.1 | -1.4
CCCCN(C(=O)COC(=O)CSc1ccc([N+](=O)[O-])cc1)c1c(N)n(CCC)c(=O)[nH]c1=O
→ 4.4 | -1.3 | 3.5 | -0.8 | 1.7 | -0.8 | 1.7 | 1.3 | 2.4
COc1ccc(Oc2nccc(-c3ccccc3)c2C#N)cc1
→ -3.0 | -6.4 | 2.9 | 1.9 | -1.0 | 4.5 | -3.0 | 3.1 | -7.7
Cc1cc(C)cc(NC(=O)COC(=O)CCCC2=NS(=O)(=O)c3ccccc3N2)c1
→ -6.1 | 0.7 | -7.4 | 1.0 | 3.8 | -0.7 | -10.8 | 2.5 | -7.2
CCN(CC)CCN(Cc1cc2cc3c(cc2[nH]c1=O)OCCO3)C(=O)NC1CCCCC1
→ 7.5 | -1.4 | 2.2 | -1.3 | 2.5 | -1.2 | -1.3 | 2.4 | 4.9
O=C(CN1C(=O)NC(Cc2ccccc2)C1=O)Nc1ccc(F)cc1 (configuration not stated)
→ 2.4 | -4.9 | -0.6 | 1.9 | -1.3 | -5.9 | -1.7 | -0.7 | -0.3
CC1CCc2c(sc(NC(=O)CCc3nc4ccccc4c(=O)[nH]3)c2C#N)C1 (configuration not stated)
→ 11.7 | 10.9 | nt | nt | 11.6 | nt | 9.4 | nt | -3.8
Cn1nnnc1Sc1ncnc2scc(-c3ccc(F)cc3)c12
→ -8.6 | -24.1 | -3.0 | 6.0 | -11.3 | 24.1 | 0.0 | -37.6 | 2.8
CC(C)(O)C#Cc1ccc(C(=O)NCCc2ccc(S(N)(=O)=O)cc2)cc1
→ -0.8 | 8.6 | 1.2 | 0.2 | 3.9 | -0.8 | -8.8 | 3.2 | 2.2
Cc1ccc(C)c(CSC2=NCCN2S(=O)(=O)c2ccccc2)c1
→ 4.7 | -8.0 | -2.1 | -1.2 | -2.1 | 1.1 | 7.4 | -0.5 | -5.4
O=C(NC12CC3CC(CC(C3)C1)C2)C1CC(=O)N(c2ccc(Br)cc2)C1 (configuration not stated)
→ 7.0 | 5.6 | -9.9 | 3.5 | 3.5 | -1.8 | 11.1 | -2.8 | 3.0
O=C(c1ccc(Cl)c(Cl)c1)N1CCN(Cc2ccc3c(c2)OCO3)CC1
→ -5.9 | 9.8 | -3.9 | -1.6 | 3.5 | 0.1 | 1.2 | 6.6 | 1.3
O=C(Cc1ccc(F)cc1)NCC1CCCO1 (configuration not stated)
→ 0.5 | -4.0 | 1.0 | -0.7 | 5.4 | -3.9 | -5.6 | 7.0 | 1.0
COCCOc1ccc(C(F)(F)F)cc1NC(=O)COC(=O)Cc1c[nH]c2ccccc12
→ -0.4 | 8.4 | nt | nt | 5.3 | nt | 5.4 | nt | -0.1
COc1cc2[nH]c(=S)n(CCN3CCOCC3)c(=O)c2cc1OC
→ 1.8 | 1.9 | -3.5 | 0.5 | 4.8 | -1.7 | 0.1 | 2.3 | 3.3
Cc1ccccc1NC(=O)C1CCCN(C(=O)Nc2ccc(F)cc2)C1 (configuration not stated)
→ -0.2 | -0.8 | -2.5 | 0.4 | -1.4 | -1.3 | 1.9 | -1.8 | -3.2
CN1CCN(c2ccccc2NC(=O)c2c(F)cccc2F)CC1
→ -5.4 | 0.3 | 1.9 | -0.5 | -4.0 | 3.1 | 3.7 | 0.5 | 1.0
O=C(c1ccc(F)c(S(=O)(=O)N2CCOCC2)c1)N1CCN(c2ccc(F)cc2)CC1
→ 1.6 | 2.6 | nt | nt | 2.1 | nt | 2.1 | nt | -3.6
O=C(Nc1ccccc1C(=O)NCCN1CCOCC1)c1cccc([N+](=O)[O-])c1
→ 2.6 | 9.2 | -0.8 | -1.7 | 6.6 | 3.0 | -6.3 | 0.7 | -2.8
COc1ccc(C(C(=O)NC2CCCC2)N(Cc2cccnc2)C(=O)Cc2cccs2)cc1OC (configuration not stated)
→ 1.1 | -4.0 | 1.8 | 1.8 | 3.4 | 1.9 | -2.6 | -4.2 | -8.6
O=S(=O)(Nc1ccccc1Br)c1cccs1
→ 5.4 | -0.9 | 0.8 | 2.0 | -0.6 | -3.7 | -1.0 | -1.1 | -0.5
Cc1ccc(CNC(=O)CN(C)S(=O)(=O)c2cnc[nH]2)cc1
→ 6.8 | 1.3 | 9.4 | 1.8 | 9.2 | -0.9 | -1.1 | 5.5 | 2.2
O=C1N=C(N2CCCC2)S/C1=C\c1cn[nH]c1-c1ccccc1
→ 0.8 | -4.4 | -2.3 | 1.6 | 1.8 | -0.8 | -0.1 | 0.9 | 6.3
CCSC1=N/C(=C\c2ccc3c(c2)OCO3)C(=O)S1
→ 3.3 | 3.2 | -2.0 | -1.2 | 1.4 | -9.2 | -7.9 | 1.8 | -2.8
Cc1ccc(S(=O)(=O)N2CCOCC2)cc1NC(=O)CSc1nc2ccccc2c(=O)n1Cc1ccccc1
→ 4.4 | -5.5 | -11.3 | -1.0 | 8.4 | -1.6 | -1.1 | -0.5 | 1.5
CC(=O)NCCc1cc2ccc(C)c(C)c2[nH]c1=O
→ -2.1 | 0.3 | -0.3 | 0.8 | 2.5 | 0.9 | -3.4 | -4.0 | 3.8
O=C(Nc1ccc(Oc2ccccc2)cc1)C1CCN(c2ncccn2)CC1
→ 4.1 | 3.6 | 0.8 | -0.7 | -3.0 | 0.7 | -1.6 | 2.9 | -3.3
CCCCc1nnc(NC(=O)CCS(=O)(=O)Cc2ccccc2)s1
→ 9.0 | 3.4 | -4.5 | 1.1 | 5.0 | 1.1 | -7.5 | 4.0 | 1.2
CCOC(=O)CSc1nc(C)cc(Oc2ccc(=O)n(C)n2)n1
→ -7.1 | -1.5 | 2.0 | 0.4 | 1.2 | -3.1 | -0.6 | -2.3 | -8.5
Nc1nc2ccccc2n1/N=C/c1ccc(-c2ccccc2)o1
→ 5.9 | 4.1 | 0.5 | -6.3 | 11.0 | 2.2 | 12.8 | 7.2 | -3.8
CCCC(C)C(=O)NCc1ccccc1OC (configuration not stated)
→ 3.3 | 2.3 | 4.1 | -3.2 | 4.2 | -8.1 | -2.8 | -1.0 | 0.3
NC(=O)CC(NC(=O)Cc1ccc(Br)cc1)c1ccc(NCCc2ccccc2F)c([N+](=O)[O-])c1 (configuration not stated)
→ -10.4 | -12.9 | -12.5 | 2.8 | -8.9 | 11.5 | -7.3 | 1.1 | 0.9
O=S(=O)(CCc1nc2ccccc2o1)c1ccc(Cl)cc1
→ 3.6 | 8.9 | -2.9 | 1.1 | 6.4 | -1.6 | -0.4 | 2.9 | 0.0
CCOc1ccc(NC(=O)CN(C)C(=O)c2cc(C)on2)cc1OCC
→ 2.5 | -18.3 | -1.1 | 3.2 | -13.9 | 1.8 | -2.5 | 2.8 | 4.7
CCc1c(C)nc2ncnn2c1N1CCC(C(=O)NCc2cccc(OC)c2)CC1
→ 3.4 | 2.2 | 0.6 | 1.9 | -4.9 | -5.6 | 8.0 | 2.4 | -0.7
CCc1nnc(NS(=O)(=O)c2ccc(Nc3ccc([N+](=O)[O-])c4nonc34)cc2)s1
→ 15.1 | 1.5 | 2.8 | -10.7 | 18.9 | 27.4* | 2.9 | -30.5 | -9.7
CC(C)(C)NC(=O)NC(=O)COC(=O)COc1ccc(Cl)cc1Cl
→ -0.9 | -0.1 | 0.4 | 1.0 | 1.2 | -4.3 | 9.1 | 2.1 | 2.6
COC(=O)c1cn(NC(=O)c2ccc(OC)c([N+](=O)[O-])c2)c(=O)c2ccccc12
→ -4.7 | 1.2 | -3.8 | 0.6 | -2.2 | 1.4 | 0.5 | -7.2 | 2.0

Further entries.
Results follow in this order: GLD-1 RNA inh | MCL1 BIM primary | Fam108B inh | MEX-5 binding | BCLXL inh | TPT1 inhibitor | PME-1 inh | GSTO1 inh | PAD4 inh
O=C(c1ccccc1)N1CCCCC(Sc2nnc3ccccn23)C1=O (configuration not stated)
→ 7.9 | 2.4 | 2.5 | -1.2 | 3.1 | 2.8 | 1.7 | -3.3 | -0.7
O=C(COc1coc(CN2CCCc3ccccc32)cc1=O)Nc1ccc([N+](=O)[O-])cc1
→ -32.5 | 25.6 | 3.5 | -1.5 | 28.9 | 32.1* | -0.8 | 21.6 | -6.8
CCn1ccc(C(=O)Nc2ccc3c(c2)CCC3)n1
→ 5.7 | 5.4 | -1.7 | -0.9 | -0.2 | -1.9 | 4.2 | -2.4 | 4.7
Cc1cc(N2CCCC2)c(C)cc1C=O
→ 3.5 | 1.1 | -1.1 | 4.3 | 4.3 | 0.5 | 4.1 | 1.2 | -0.1

In another format: entries from further up
Structure	GLD-1 RNA inh	MCL1 BIM primary	Fam108B inh	MEX-5 binding	BCLXL inh	TPT1 inhibitor	PME-1 inh	GSTO1 inh	PAD4 inh
CCn1ccc(C(=O)Nc2ccc3c(c2)CCC3)n1	5.7	5.4	-1.7	-0.9	-0.2	-1.9	4.2	-2.4	4.7
Cc1cc(N2CCCC2)c(C)cc1C=O	3.5	1.1	-1.1	4.3	4.3	0.5	4.1	1.2	-0.1
